Assay outcomes deposited in PubChem by several laboratories.
cardiac RTF act: increases calcium sensitivity of human cardiac regulated thin filaments | P19429+P45379 | IANBD-labeled TnC RTF fluorescence at EC20 calcium; 0% EC20 calcium, 100% full calcium | activation, % at 7.2 µM | hit rate 0.24% among 340,000 | AID 493008;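 active = activation above the mean over all tested compounds plus 3 SD, cut at about 30% in these data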;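 also: rise in fluorescence read as greater calcium sensitivity of cardiac thin filaments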
SR-BI DiI inh: inhibitors of mouse SR-BI mediated HDL lipid uptake; ldlA[mSR-BI] CHO cells, DiI-HDL uptake fluorescence, 3 h; inhibition, % at 12.5 µM; hit rate 0.96% among 320,000; AID 488896;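 active = mean replicate inhibition of at least 70% and a set share of replicates each scoring 70 or more; inconclusive = meets just one of the two criteria; inactive = fails both criteria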;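 also: 0% = median of neutral control wells and 100% = median of positive control wells; values of inactives mirror those of a sister screen read the other way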
HTR5A ag: HTR5A agonism, opioid heterodimer counter-screen. HTR5A agonist assay, luminescence, cell-based. activation, % at 9.3 µM. P47898. hit rate 0.61% among 340,000; in the data active = activation mostly above about 9.5%, no sharp cut-off; inactive = mostly below about 7.6%;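 also: 0% = cells with vehicle only and 100% = reference agonist; strong numbers were not always called active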
Target sequence (P47898 whole entry, looked up): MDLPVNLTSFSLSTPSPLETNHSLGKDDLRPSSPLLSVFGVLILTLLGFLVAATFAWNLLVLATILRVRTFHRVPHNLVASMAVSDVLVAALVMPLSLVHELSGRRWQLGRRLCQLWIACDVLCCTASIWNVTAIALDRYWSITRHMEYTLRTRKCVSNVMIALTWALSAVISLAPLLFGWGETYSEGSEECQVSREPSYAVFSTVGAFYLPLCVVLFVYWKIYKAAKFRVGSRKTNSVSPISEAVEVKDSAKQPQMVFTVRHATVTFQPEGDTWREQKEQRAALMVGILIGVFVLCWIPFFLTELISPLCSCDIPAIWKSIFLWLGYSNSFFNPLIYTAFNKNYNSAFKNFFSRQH
PvdQ inh: blocks Pseudomonas aeruginosa PvdQ acylase activity | hit rate 0.063% among 340,000 | purified PvdQ acylase, fluorescence plate reader | AID 488965 | inhibition, % at 10 µM; in the data active = inhibition above about 30%, passing the limit was not always enough; inconclusive = no clear call, values can overlap the other calls;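 also: 0% = vehicle neutral wells and 100% = reference inhibitor wells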
MITF act: increases MITF-driven TRPM1 promoter luciferase signal | SK-MEL-5 TRPM1-promoter luciferase, 24 h; % of positive control, neutral wells = 0 | activation, % at 12.5 µM | hit rate 0.75% among 300,000;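 active = mean activation of at least 80% with every replicate also reaching 80%; inconclusive = mean reaches 80% but some replicate falls short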;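 also: 0% = neutral control wells and 100% = parthenolide positive control wells; values of inactives mirror those of a sister screen read the other way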
Rtt109 Vps75: C. albicans Rtt109 histone acetyltransferase inhibition; Q5AAJ8; purified Rtt109/Vps75, ThioGlo CoA-SH fluorescence, 4 h; inhibition, % at 34.9 µM; hit rate 0.16% among 330,000; AID 540336;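 active = inhibition of at least 50% in every replicate; inconclusive = best replicate reaches 50% inhibition but some replicates fall short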
Target sequence (Q5AAJ8 whole entry, looked up): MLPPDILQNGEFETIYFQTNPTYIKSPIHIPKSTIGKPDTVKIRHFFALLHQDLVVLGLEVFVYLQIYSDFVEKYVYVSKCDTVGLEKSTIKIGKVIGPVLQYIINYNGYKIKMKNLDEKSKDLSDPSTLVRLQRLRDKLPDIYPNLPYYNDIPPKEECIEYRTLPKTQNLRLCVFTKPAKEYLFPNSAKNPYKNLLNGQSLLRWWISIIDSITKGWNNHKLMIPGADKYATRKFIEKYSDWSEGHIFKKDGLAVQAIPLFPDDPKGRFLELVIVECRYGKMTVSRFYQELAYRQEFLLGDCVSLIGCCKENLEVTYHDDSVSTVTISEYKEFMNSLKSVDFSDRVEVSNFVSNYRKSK
CDK5 p35 inh: inhibitors of human CDK5/p35 kinase. Q00535+Q15078. Recombinant CDK5/p35, ADP-Glo luminescence, 60 min. inhibition, % at 10 µM. hit rate 0.01% among 330,000. AID 488839;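 active = highest replicate inhibition of at least 50% and at least 75% of replicates reaching 50%; inconclusive = only one of the two criteria met; inactive = both criteria failed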;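 also: plate controls were DMSO neutral control for no effect and GW8510 at 10 µM for full effect; many of its hits are not listed in these tables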
Wnt act: activators of Wnt/beta-catenin signaling. Wnt/beta-catenin reporter cell assay, activator, plate reader. activation, % at 9.35 µM. hit rate 1.2% among 300,000. AID 743398; in the data active = activation above about 30%, passing the limit was not always enough; inconclusive = no clear call, values can overlap the other calls;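 also: 0% = neutral control wells and 100% = positive control wells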
SR-BI uptake up: activators of SR-BI mediated HDL lipid uptake; hit rate 0.096% among 320,000; AID 504775; activation, % at 12.5 µM; CHO ldlA[mSR-BI] cells, DiI-HDL uptake fluorescence, 3 h; 100 = double the neutral-control signal;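 active = mean replicate activation of at least 60% and every replicate at or above 60%; inconclusive = mean or all-replicate condition met, but not both; inactive = mean below 60% and not all replicates reaching 60%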;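 also: 0% = median plate neutral-control signal and 100% = twice that signal; values of inactives mirror those of a sister screen read the other way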
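material = CHO ldlA[mSR-BI] cells | medium = Ham's F12 with 0.5% BSA, HEPES 25 mM, pH 7.4 | reagent = fluorescent DiI-HDL, 10 µg/mL final | compound dosing = single-point compound dose | incubation = 3 h, 37 °C | measured by = bottom-read fluorescence, 550/595 nm | measure = HDL uptake via cellular fluorescence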
dFosB activator: mouse delta FosB homodimer activation; AID 493131; P13346; activation, % at 25 µM; hit rate 0.99% among 340,000; purified delta FosB, TAMRA-CDK5 oligo fluorescence polarization; percent of positive-control signal above neutral wells;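 active = mean activation above about 17%, with every replicate also reaching it, limit read from the data, passing the limit was not always enough; inconclusive = only one of the two conditions met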;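 also: fluorescence polarization rise as delta FosB binds a TAMRA Cdk5 AP-1 oligo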
Target sequence (P13346 whole entry, looked up): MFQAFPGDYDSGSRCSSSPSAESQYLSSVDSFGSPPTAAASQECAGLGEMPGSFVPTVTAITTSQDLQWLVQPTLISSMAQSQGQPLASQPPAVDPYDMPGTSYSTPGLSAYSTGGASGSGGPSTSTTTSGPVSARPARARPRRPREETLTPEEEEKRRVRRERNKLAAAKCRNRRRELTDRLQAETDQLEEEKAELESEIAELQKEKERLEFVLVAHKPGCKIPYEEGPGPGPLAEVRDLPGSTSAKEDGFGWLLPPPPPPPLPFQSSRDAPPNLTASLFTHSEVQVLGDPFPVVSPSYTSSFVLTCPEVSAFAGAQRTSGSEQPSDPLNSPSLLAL
* = called active by the depositor; ? = inconclusive; . = no result given. Random draw from the library; about 4.4% have a hit in one of these screens.

Every second line gives: PvdQ inh	Wnt act	dFosB activator	CDK5 p35 inh	MITF act	SR-BI uptake up	cardiac RTF act	Rtt109 Vps75	SR-BI DiI inh	HTR5A ag
FC(F)(F)c1cccc(Cc2noc(CN3CCCCC3c3ccccn3)n2)c1 (stereo not drawn)
    -1.9	-6.7	2.2	-0.2	-8.4	9.3	-7.5	-0.6	-9.3	-0.4
Cc1ccccc1NS(=O)(=O)c1cccc(C(=O)Nc2cccc(C(=O)O)c2)c1
    -9.5	-1.2	0.4	0.3	-5.5	7.7	-3.8	-9.0	-7.7	0.9
O=S(=O)(Cc1ccccc1Cl)N1CCN(Cc2ccc3c(c2)OCO3)CC1
    -10.1	.	0.2	-0.5	-3.9	8.2	0.3	2.2	-8.2	-1.4
O=C(NCCCN1CCC(Cc2ccccc2)CC1)C1CCN(S(=O)(=O)N2CCC3(CC2)OCCO3)CC1
    -8.6	-2.1	-2.3	0.6	-4.7	14.6	-1.3	-5.2	-14.6	0.5
CCOC(=O)Nc1ccc2c(c1)Cc1cc([N+](=O)[O-])ccc1-2
    -9.6	-0.6	4.6	1.5	77.3	-56.1	1.4	1.0	56.1	-1.5
Cc1cccc(C)c1N(CC(=O)N1CCCC1)S(C)(=O)=O
    -11.6	0.5	-1.5	0.3	-6.6	-1.4	0.0	-5.8	1.4	8.7
CCOc1ccccc1CN1CCN(CCCn2cccn2)CC1CCO (stereo not drawn)
    -10.8	-2.0	2.3	-1.9	-0.1	18.1	-0.5	.	-18.1	6.1
COc1ccc(NC(=O)C(c2ccc(OC)cc2)N(C)C(=O)CNC(C)=O)cc1 (stereo not drawn)
    -15.1	-1.1	-2.6	0.1	-10.7	-1.7	0.8	7.2	1.7	2.2
COc1ccccc1NC(=O)c1ccc(NC(=O)COC(=O)c2ccc(O)cc2)cc1
    -12.6	-1.6	7.0	-0.2	12.4	-70.4	-1.4	-3.6	?	1.6
O=[N+]([O-])c1ccc(OCc2cn([C@@H](CO)c3ccccc3)nn2)c(Br)c1
    -14.5	0.2	1.0	-3.1	2.5	8.7	10.6	2.5	-8.7	-7.3
O=C(CN1C(=O)COc2ccccc21)NCCCN1CCCCC1
    -5.5	1.6	-1.1	0.2	6.3	2.7	-4.2	-0.4	-2.7	0.8
O=C(O)CN1C(=O)/C(=C\c2cc(Br)ccc2OCc2ccccc2F)SC1=S
    3.3	0.4	-23.6	-0.2	-6.0	26.3	-5.3	0.9	-26.4	-3.2
Nc1cc2nsnc2cc1Br
    -7.6	.	-14.5	1.5	-68.6	5.2	8.5	-3.2	-5.2	13.3*
O=C(CN1C(=O)c2ccc([N+](=O)[O-])cc2C1=O)NCCC1=CCCCC1
    -9.0	1.1	-2.7	0.3	-8.2	-48.3	-2.1	2.5	48.3	-1.2
COc1ccc(N(CC(C)C)S(=O)(=O)c2nnc(NC(=O)CC(C)C)s2)cc1
    -18.4	1.0	-1.3	1.1	-3.0	-1.9	-2.8	0.1	1.9	0.9
Nc1nc(SCc2ccccc2)ns1
    -2.8	.	2.4	1.1	35.2	.	3.3	2.7	.	-4.7
O=C(O)c1ccc(C(=O)Nc2ccc(F)cc2)cc1
    -2.3	-2.2	1.9	-0.1	-105.5	8.6	-1.8	1.1	-8.6	3.7
COc1ccc(CN2CCNC(=O)C2CC(=O)N(C)Cc2ccon2)c(F)c1 (stereo not drawn)
    0.3	-3.2	0.5	-1.5	-5.5	9.9	-1.8	32.1	-9.9	-0.8
Cc1ccc2nnn(Cc3cccc(C(C)(C)C)c3O)c2c1
    20.2	-3.9	2.0	-0.7	1.8	-10.2	-6.9	3.3	10.2	5.4
CC(OC(=O)c1ccc(NC(N)=O)cc1)C(=O)Nc1ccc2c(c1)OCCO2 (stereo not drawn)
    -9.3	0.4	0.3	0.5	3.4	-6.8	-4.3	-7.1	6.8	2.2
Cc1ccc(N/N=C(\C#N)C(N)=S)c(C)c1
    6.5	.	0.7	0.2	7.7	-77.5	-2.4	6.8	77.5*	5.0
COc1ccc(NC(=O)Nc2ccc(F)c(Cl)c2)cc1
    -0.7	44.6*	2.4	-0.7	127.1*	-31.8	-1.8	-7.4	31.8	5.4
Cc1ccccc1NC(=O)Cc1nnc(N)s1
    -7.6	-0.1	0.4	-0.6	-6.0	15.1	-3.0	3.1	-15.1	-1.0
Cc1cc(C(=O)COc2ncnc3sccc23)c(C)n1C
    -0.6	.	-6.0	0.0	55.2	-0.5	-1.9	-2.1	0.5	-2.3
O=C(CSc1nnc(CCCN2C(=O)c3cccc4cccc(c34)C2=O)n1-c1ccccc1)N1CCN(CCO)CC1
    -4.1	0.4	-14.1	-1.3	3.7	-5.0	3.3	4.5	5.0	2.2
Cc1sc(NC(=O)c2ccco2)c(C(c2ccccc2)N2CCC(C)CC2)c1C (stereo not drawn)
    -13.1	-0.2	-7.6	-0.7	-15.0	-43.1	5.8	-8.4	43.1	-1.1
CC(=O)N1CCOc2ccc(S(=O)(=O)NCc3ccccc3Cl)cc21
    -9.9	2.1	-3.2	.	3.4	4.2	-1.4	-3.0	-4.2	-2.6
CC(=O)c1c(C)[nH]c(C(=O)OCC(=O)NNC(=O)c2ccc([N+](=O)[O-])cc2)c1C
    3.7	-1.0	5.5	1.4	-9.2	-62.9	-1.4	-7.1	62.9	-1.2
O=c1[nH]c2cccc(Cl)c2n(CCNc2ncc(C(F)(F)F)cc2Cl)c1=O
    1.3	-4.1	-14.3	0.6	-0.1	-16.2	-4.5	-8.8	16.2	5.6
Cc1nnc(SC(C)C(=O)N2CCc3ccccc32)s1 (stereo not drawn)
    -5.1	.	5.3	0.8	5.3	16.4	-3.4	3.4	-16.4	-2.8
O=C1NC(=O)C2(COC(c3cccnc3)OC2)S1 (stereo not drawn)
    -3.1	-1.9	0.9	-0.7	2.0	20.5	-3.7	.	-20.5	-2.2
O=C(O)c1ccc(S(=O)(=O)N(Cc2ccccc2)Cc2ccccc2)cc1
    4.3	-0.9	-0.9	-1.7	0.2	37.1	-2.8	-1.0	-37.1	2.2
Cc1cccc(NS(=O)(=O)c2ccc(C)c(C(=O)N(C)C3CCN(C)CC3)c2)c1
    -12.8	-0.6	0.8	0.9	3.7	21.4	-2.6	-0.6	-21.4	-3.0
Cc1nc2ccccc2c(=O)n1/N=C/c1cn(-c2ccccc2)nc1-c1cccs1
    -0.5	?	-19.7	-1.9	.	-9.5	-4.4	1.0	9.5	4.3
C/C(=C\c1cccc(Cl)c1)C(=O)c1c(C)cc(C)[nH]c1=O
    -6.2	0.4	-9.6	0.4	3.0	0.8	-5.4	-0.8	-0.8	0.8
Cc1cc(Br)ccc1OCC(=O)NNC(=O)CCc1ccccc1
    8.7	1.0	15.3	-3.2	.	.	-4.1	-7.7	.	6.0
CC1CC(C)CN(C(=O)COC(=O)Cc2ccc(Cl)cc2)C1 (stereo not drawn)
    4.4	1.1	-5.6	1.9	.	30.2	-3.1	21.7	-30.2	1.8
CCOC(=O)C1CCCN(CC(=O)N(C)c2c(N)n(Cc3ccccc3)c(=O)[nH]c2=O)C1 (stereo not drawn)
    -2.2	-0.9	-0.9	-2.3	1.6	17.0	-0.2	-0.6	-17.0	0.9
COc1ccc(NC(=O)COC(=O)/C=C/c2ccccc2[N+](=O)[O-])cc1OC
    -10.2	0.7	-7.7	0.7	1.8	20.6	0.4	-8.7	-20.6	0.8
CCN1CCN(c2ccc(S(=O)(=O)N3CCCCC3)cc2NC(=O)c2ccc(OC(F)F)cc2)CC1
    6.5	-0.9	5.8	-2.4	9.8	-0.1	-3.5	8.2	0.1	-7.0
CN1CCN(C(=O)/C=C/c2ccc(Cl)cc2)CC1
    -6.0	-0.8	-2.2	-0.3	4.6	-4.1	-5.2	-4.6	4.1	-2.0
CCCN(C(=O)CCc1ccc(OC)cc1)c1c(N)n(Cc2ccccc2)c(=O)[nH]c1=O
    -14.9	0.4	-2.9	-0.5	11.1	.	0.6	-1.7	-14.4	-5.0
CCC(=O)Nc1cccc(NC(=O)CN2CCN(c3ccccc3OC)CC2)c1
    7.8	.	1.2	-2.4	10.3	-34.3	-0.3	0.4	34.3	-3.3
CC(C(=O)Nc1sc2c(c1C(=O)NCC1CCCO1)CCC2)N1C(=O)c2ccccc2C1=O (stereo not drawn)
    -0.6	-0.7	1.3	2.8	6.9	9.9	5.8	1.5	-9.9	2.1
Cc1ccccc1OCC(=O)NNC(=O)c1ccc(-n2cncn2)c([N+](=O)[O-])c1
    -11.8	2.1	-4.0	2.7	-6.9	-8.6	-8.4	4.5	8.6	-5.3
CCn1nc(C)c(CNC(=O)Nc2ccccc2C(=O)OC)c1C
    -2.2	-1.6	-0.5	-0.1	-4.9	-4.1	2.5	-1.7	4.1	-2.8
COc1ccc(C2SCCN2C(=O)c2ccc([N+](=O)[O-])cc2)cc1 (stereo not drawn)
    -8.0	-3.6	-4.2	-0.3	8.8	7.2	-3.9	-12.6	-7.2	-1.2
O=C(CSc1nc2ccccc2s1)Nc1ccc2c(c1)oc1ccccc12
    -5.3	2.5	-13.4	-0.9	-2.9	-6.2	5.9	-4.0	6.2	8.1
CC(C)=CCC1=C(OCC(=O)O)C(=O)c2ccccc2C1=O
    -11.1	-1.6	-8.3	0.6	-55.1	0.1	0.6	-0.6	-0.1	0.0
CCc1nnc(NC(=O)CSc2ncc(-c3ccccc3)[nH]2)s1
    -6.2	3.0	-2.4	1.2	16.5	33.9	-3.2	0.4	-33.9	0.1
Cc1occc1-c1nnc(SCC(=O)NC2CCCCC2)o1
    -14.4	-0.7	-2.0	0.0	5.5	-10.4	-0.1	-8.3	10.4	3.8
COc1ccc(NCc2nnc(SCc3ccc(Cl)cc3)n2-c2ccccc2)cc1
    1.4	.	-14.1	1.9	-3.3	5.9	-2.2	-7.3	-5.9	0.6
CSc1ccc(CNCc2ccc3c(c2)OCO3)cc1
    -2.7	-0.8	3.7	0.4	-2.9	6.6	-5.7	-1.2	-6.6	2.3
Cc1ccc(C(=O)COC(=O)CN2C(=O)C3C4CCC(C4)C3C2=O)cc1C (stereo not drawn)
    -15.1	-0.1	-7.5	-0.9	12.7	6.5	-5.5	2.3	-6.5	1.6
Cn1ncc([N+](=O)[O-])c1C(=O)Nc1cccc(Cl)c1
    -11.0	0.3	6.8	0.7	.	8.0	3.5	0.5	-8.0	3.3
Cc1cccc(CSc2nc3c(c(=O)[nH]2)CCC3)c1
    -7.5	2.3	-2.8	-0.1	-15.3	19.7	-4.4	-3.9	-19.7	0.3
